HP1b binding inh – HP1-beta chromodomain-methylated histone interaction inhibition | 390,000 tested, 0.56% active | AID 540317 | P83916 | AlphaScreen HP1-beta / biotin-H3K9me3 peptide binding | Potency, µM (titrated, usually from 114 µM), inactives show top-dose activity change, negative = inhibition, actives largely listed as inhibitors; further: potency means the concentration at half of the fitted maximal effect; nearly all actives have a fitted effect of over 70% in size; inactives centre near 23
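AlphaScreen: HP1-beta (50 nM) preformed 30 min with biotin-H3(1-18)K9me3 peptide (50 nM) in PBS pH 7.4, 0.01% Tween-20. Compound added for 30 min at RT, then streptavidin donor/nickel chelate acceptor beads (10 ug/mL) for 30 min.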
G9a block – blocks human histone lysine methyltransferase G9a; Q96KQ7; G9a H3K9 monomethylation, AlphaScreen, 2 h; Potency, µM (doses to about 102 µM), inactives show at the highest dose activity, negative = inhibition, actives largely listed as inhibitors; 350,000 tested, 8.8% active; further: potency means the concentration at half of the fitted maximal effect; on the % scale 0 is the no-effect control and ±100 the full control effect; nearly all actives have a fitted effect of over 75% in size
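Compounds were preincubated with 20 nM G9a for 15 min, after which biotinylated H3K9 peptide (500 nM) and SAM (20 uM) started a 2 h room-temperature reaction. Monomethylated product was quantified by antibody-based AlphaScreen chemiluminescence.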
Tb PGK inh – blocks T. brucei phosphoglycerate kinase | PGK/GAPDH coupled, Kinase-Glo luminescence, 60 min | Potency, µM (series often up to 57.5 µM), without a hit: top-dose activity change, negative = inhibition, hits mostly inhibitors | 380,000 tested, 0.043% active | AID 602233; further: potency means the concentration at half of the fitted maximal effect; on the % scale 0 is the no-effect control and ±100 the full control effect; nearly all actives have a fitted effect of over 60% in size
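Recombinant glycosomal PGK reaction used 1,3-bisphosphoglycerate generated in-well by GAPDH (100nM final) in 100mM TEA pH 7.6, 5mM MgCl2, 0.01% Tween-20. After 60 minutes at room temperature, ATP was read by Kinase-Glo Plus luminescence end-point.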
Pin1 inhibitor – inhibitors of human Pin1 | Q13526 | Pin1 FP peptide displacement, HiFluor488, 10 min | Potency, µM (doses to about 115 µM), inactives show at the highest dose activity, negative = inhibition, hits mostly inhibitors | 390,000 tested, 0.009% active | AID 504891; active means well fitted inhibition curve with a large enough effect in the polarisation, with a control signal flat, not every such curve was filed as active; inconclusive means small, poorly fitted or top-dose-only effect, or effect the other way, or a change in a side signal; inactive means no such curve, though single readings can be large or run the other way; the % refers to the polarisation; further: potency means the concentration at half of the fitted maximal effect; on the % scale 0 is the no-effect control and ±100 the full control effect
JMJD2A Tudor – JMJD2A Tudor domain (human) inhibition. O75164. Potency, µM (series often up to 114 µM), without a hit: at the highest dose activity change, negative = inhibition, actives largely listed as inhibitors. 390,000 tested, 4.4% active. AlphaScreen JMJD2A-Tudor / H3K4me3 peptide binding; further: potency means the concentration at half of the fitted maximal effect; on the % scale 0 is the no-effect control and ±100 the full control effect; nearly all actives have a fitted effect of over 50% in size
PI4K2A block – PI4K2A (human) kinase inhibition. Q9BTU6. purified PI4K2A, ADP-Glo luminescence, 1 h; stronger effect = lower value. activity change, negative = inhibition, % at 76.9 µM. 420,000 tested, 0.13% active; in the data active means activity change below about -50%; inconclusive means mostly about -30% to -49%;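 further: -100% = wells without enzyme as full effect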
Target sequence (Q9BTU6 whole entry, looked up): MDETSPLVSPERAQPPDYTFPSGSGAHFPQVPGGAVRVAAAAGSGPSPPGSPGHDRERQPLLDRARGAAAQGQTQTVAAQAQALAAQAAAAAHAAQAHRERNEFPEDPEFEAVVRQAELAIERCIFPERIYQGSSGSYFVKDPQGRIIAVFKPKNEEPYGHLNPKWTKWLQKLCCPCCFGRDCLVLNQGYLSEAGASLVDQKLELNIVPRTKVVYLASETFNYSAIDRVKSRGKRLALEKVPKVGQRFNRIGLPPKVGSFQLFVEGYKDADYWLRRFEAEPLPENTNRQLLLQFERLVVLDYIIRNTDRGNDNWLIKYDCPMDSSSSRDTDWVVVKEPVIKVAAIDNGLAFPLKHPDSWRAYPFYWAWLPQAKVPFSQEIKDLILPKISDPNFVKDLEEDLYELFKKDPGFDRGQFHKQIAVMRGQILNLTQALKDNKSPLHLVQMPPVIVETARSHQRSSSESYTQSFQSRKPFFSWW
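In this quantitative HTS, ADP production by PI4K2A was quantified luminescently after 1 h at ambient temperature; 100 microM adenosine served as plate-quality control.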
GLS inh – inhibitors of human glutaminase (GLS); O94925; GLS enzymatic activity, qHTS titration; 410,000 tested, 0.21% active; Potency, µM (series often up to 45.5 µM), without a hit: at the highest dose activity change, negative = inhibition, most hits filed as inhibitors; further: potency means the concentration at half of the fitted maximal effect; on the % scale 0 is the no-effect control and ±100 the full control effect
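Coupled fluorescence readout: glutamate oxidase/HRP/Amplex Red detect glutamate formed by hKGA from L-glutamine (1 mM solution added). Buffer 45 mM KH2PO4 pH 8.2, 0.02% Tween-20; reads at t0 and 30 min RT.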
ERG-DNA inh – ERG Ets/DNA interaction inhibition | Potency, µM (top dose mostly 76.9 µM), inactives show top-dose FP activity, negative = inhibition, actives largely listed as inhibitors | fluorescence polarization, His-ERG Ets domain / labelled DNA | 370,000 tested, 0.028% active | P11308; active means well fitted inhibition curve with a large enough effect in the polarisation, with a control signal flat; inconclusive means small, poorly fitted or top-dose-only effect, or effect the other way, or a change in a side signal; inactive means no such curve, though single readings can be large or run the other way; the % refers to the polarisation;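 further: polarization taken with two DNA probes labelled with fluorescein and Texas red; potency means the concentration at half of the fitted maximal effect; % of control where 0% means no effect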
Target sequence (P11308 whole entry, looked up, the tested form may be a part): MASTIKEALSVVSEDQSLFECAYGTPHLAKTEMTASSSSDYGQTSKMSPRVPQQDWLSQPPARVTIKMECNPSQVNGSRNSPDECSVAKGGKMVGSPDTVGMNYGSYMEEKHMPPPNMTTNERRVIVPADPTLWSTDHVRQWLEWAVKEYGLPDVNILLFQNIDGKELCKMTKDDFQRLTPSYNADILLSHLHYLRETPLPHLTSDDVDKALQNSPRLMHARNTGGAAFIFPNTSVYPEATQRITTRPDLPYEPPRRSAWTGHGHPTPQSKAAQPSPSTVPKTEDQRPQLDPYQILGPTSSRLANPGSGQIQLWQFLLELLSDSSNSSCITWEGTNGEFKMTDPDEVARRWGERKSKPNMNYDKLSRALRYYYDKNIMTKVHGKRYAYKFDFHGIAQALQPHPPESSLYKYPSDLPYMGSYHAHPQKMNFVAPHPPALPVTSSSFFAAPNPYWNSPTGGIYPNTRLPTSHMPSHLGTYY
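His-tagged ERG Ets domain (1 uM in the protein solution; 300mM KCl, 50mM Tris-HCl, 1mM EDTA, 1mM DTT, pH 7.5) received compound, then a probe mix of 5 nM fluorescein-DNA and 100nM Texas-615-DNA. Fluorescence polarization was read for both dyes.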
BAZ2B inh – inhibitors of human BAZ2B bromodomain; Q9UIF8; AlphaScreen BAZ2B-H3K14Ac peptide displacement; Potency, µM (series often up to 114 µM), without a hit: top-dose activity change, negative = inhibition, most hits filed as inhibitors; 360,000 tested, 4.4% active; AID 504333; further: potency means the concentration at half of the fitted maximal effect; on the % scale 0 is the no-effect control and ±100 the full control effect; nearly all actives have a fitted effect of over 60% in size
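Protein-peptide AlphaScreen: BAZ2B 50 nM, b-H3K14Ac 50 nM, 1x PBS pH 7.4 + 0.01% Tween-20. Preincubation 30 min RT; cpd 30 min RT (top 110 uM); beads 20 min RT, light-protected.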
* hit, by the source's call; i = inactive; u = inconclusive; x = no result given; & = joins results of further samples; [ ] = another dose, or the depositor's remark. Unless noted, the call rests on the fitted dose curve; in most records, active means well fitted curve in the direction sought with a large enough effect; inconclusive means small, poorly fitted or top-dose-only effect, or another doubt; inactive means no such curve, though single readings can be large; an effect the other way counts as inactive or inconclusive. Outcome played no part in choosing rows, and some 11% of all compounds hit somewhere here.

no.	HP1b binding inh	G9a block	Tb PGK inh	Pin1 inhibitor	JMJD2A Tudor	PI4K2A block	GLS inh	ERG-DNA inh	BAZ2B inh	SMILES
1	39%[activator]	46%[59 µM]	5%	0%	1%	-13	19%	-1%	-28%	CCC(C)(C)C1CCC(=NNC(=O)c2ccoc2C)CC1 (stereo unspecified)
2	14%	29%	3%	-7%	-1%	2	6%	-8%	9%	CCSc1nsc(NC(=O)Nc2ccccc2F)n1
3	60%[activator]	0%[59 µM]	-10%	0%	-25%	1	-1%	-2%	-13%	Cc1ccc(CN2CCSc3ccc(C(=O)NCC(C)c4ccccc4)cc32)cc1 (stereo unspecified)
4	38%	2%[59 µM]	0%	5%	-19%	2	4%	-2%	u	Cc1ccc(C)c(CN2C(=O)c3ccccc3S(=O)c3ccc(C(=O)NCc4ccccc4Cl)cc32)c1 (stereo unspecified)
5	-7%	x	-1%	14%	-10%	12	-4%	2%	x	O=C(COC(=O)c1ccc2ccccc2n1)Nc1ccccc1Br
6	28%	26%	-3%	-3%	1%	13	4%	-22%	u	CCC(Oc1ccccc1OC)C(=O)Nc1ccc2c(c1)n(C)c(=O)n2C (stereo unspecified)
7	59%[activator]	5%	-15%	-10%	-15%	-1	-6%	-6%	-3%	COc1ccc(C2(C(=O)Nc3ccc(C(=O)N4CCOCC4)cc3)CCOCC2)cc1
8	25%	-28%	-2%	0%	-10%	2	-3%	0%	1%	CCCCN(C1CCS(=O)(=O)C1)S(=O)(=O)c1ccc(C(C)C)cc1 (stereo unspecified)
9	-13%	45µM*	i	23%	u	-1	6%	6%	50µM*	O=C(CSC1=N/C(=C/c2ccco2)C(=O)N1c1ccc(OC(F)F)cc1)NC1CCS(=O)(=O)C1 (stereo unspecified)
10	63%[activator]	0%[59 µM]	i	2%	-11%	2	13%	-4%	7%	Cc1cc(-c2ccc(S(=O)(=O)Nc3ccccc3F)s2)on1
11	21%	6%[59 µM]	-2%	6%	-21%	-2	-2%	-5%	-16%	CCOc1ccc(S(=O)(=O)N2CCN(C(=O)c3cc4c(s3)CCCC4)CC2)cc1
12	22%	x	1%	-1%	4%	2	16%	7%	x	O=C(O)CC1c2ccccc2CCN1S(=O)(=O)c1ccccc1 (stereo unspecified)

Screen by screen, as entered above:
GLS inh for nos. 3 to 8: -1%, 4%, -4%, 4%, -6%, -3%
BAZ2B inh for nos. 3 to 8: -13%, u, x, u, -3%, 1%
HP1b binding inh for nos. 3 to 8: 60%[activator], 38%, -7%, 28%, 59%[activator], 25%

(further entries)
no.	HP1b binding inh	G9a block	Tb PGK inh	Pin1 inhibitor	JMJD2A Tudor	PI4K2A block	GLS inh	ERG-DNA inh	BAZ2B inh	SMILES
13	25%	14%[59 µM]	7%	3%	-9%	4	-4%	-14%	-38%	c1ccc(-c2csc(NC3=NCCCCC3)n2)cc1
14	13%	u	-3%	-8%	-13%	0	-1%	3%	-16%	CCC12CN3CC(C)(CN(C1)C3c1ccc(O)cc1O)C2=O (stereo unspecified)
15	34%	-9%[59 µM]	-1%	21%	-23%	-3	1%	1%	-31%	COc1ccc(-c2nc(CSc3nncn4c3cc3oc(C)cc34)c(C)o2)cc1
16	5%	9%[59 µM]	x	-11%	-10%	1	4%	x	12%	CN1CCN(CCCNC(=O)Cn2nc(-c3ccccc3)ccc2=O)CC1
17	19%	6%	3%	u	-22%	4	6%	2%	-9%	Cc1ccc(C(=O)N/C(=C/c2cn(-c3ccccc3)nc2-c2ccccc2)C(=O)O)cc1
18	49%[activator]	-6%	3%	1%	-3%	16	12%	-2%	0%	Cc1cc(=O)oc2cc(OC(=O)CCCCCN3C(=O)c4ccccc4C3=O)ccc12
19	16%	0%[59 µM]	-3%	-2%	-27%	3	-1%	1%	31%[activator]	CC(=O)N1CCN(c2ccc(S(=O)(=O)N3CCCCC3)cn2)CC1
20	28%	x	3%	u	-24%	-3	-5%	-8%	x	O=C(/C=C/c1ccc(S(=O)(=O)N2CCOCC2)cc1)NC(CO)C(O)c1ccc([N+](=O)[O-])cc1 (stereo unspecified)
21	3%	7%[59 µM]	2%	0%	-8%	0	9%	x	-1%	O=C(CCN1C(=O)c2ccccc2C1=O)N1CCN(Cc2ccccc2)CC1
22	29%	7%	-9%	-9%	-18%	0	24%	-4%	-13%	O=C(NNC(=O)c1ccccc1O)c1ccc(NS(=O)(=O)c2ccc(F)cc2)cc1
23	97%[activator]	u	16%	0%	-21%	-5	19%	-3%	50µM*	CCOc1ccccc1N(C)C(=O)c1sc2nc3n(c(=O)c2c1C)CCCC3
24	16%	-33%[59 µM]	9%	-2%	-8%	1	-1%	1%	7%[57.1 µM]	CCCSC1=NC2(CCN(C(=O)NC3CCCCC3)CC2)N=C1c1ccccc1
25	9%	u	9%	-9%	u	-5	7%	7%	-28%	CCOc1ccccc1NC(=O)c1nn(C)c2c1CSc1ccccc1-2
26	36%	-12%	3%	28%	-11%	-3	-4%	-8%	7%	O=c1[nH]c2ccc(S(=O)(=O)Nc3ccc(Cl)cc3)cc2[nH]1
27	34%	19%[59 µM]	i	5%	-11%	-13	2%	10%	14%	Cc1onc(-c2c(F)cccc2Cl)c1C(=O)Nc1nnc(C2CC2)s1
28	21%	-42%[12.7 µM]	-3%	12%	-27%	-2	0%	11%	-25%	O=C(Nc1ccc(S(=O)(=O)N2CCOCC2)cc1)c1ccc2ncsc2c1
29	14%	x	-9%	-4%	-6%	104	1%	5%	-5%	C=CCN1C(=O)C(CC(=O)NCC)SC1=Nc1ccccc1CC (stereo unspecified)
30	39%	8%[2.33 µM]	11%	u	2%	11	0%	-1%	4%	COc1ccc(C(C)=O)cc1COC(=O)c1ccc2c(c1)OCCO2
31	-18%	7%	0%	4%	u	6	-8%	-1%	-32%	Cc1c(O)ccc2c(CN3CCN(C/C=C/c4ccccc4)CC3)cc(=O)oc12
32	22%&10%	5%[59 µM]	-3%&0%	-3%&-7%	5%&-14%	-2&0	-1%&2%	4%&0%	-16%	CC(C)(C)C(=O)NC1(C(F)(F)F)NC(=O)N(c2ccc(F)cc2)C1=O (stereo unspecified)
33	53%[activator]	33%	-7%	-1%	-20%	-3	-4%	6%	-32%	Cc1cc(C)cc(NC(=O)Cn2nnc(C(=O)NCc3cccs3)c2N)c1
34	36%	9%	i	-1%	-13%	3	-4%	9%	0%	Nc1c(C(=O)NC2CCCCC2)nsc1C(=O)OCC(=O)NC1CCCCC1
35	30%	-14%[59 µM]	10%	-1%	-3%	-7	8%	-6%	x	Cc1nnc(SCC(=O)NCCOc2ccc(Cl)cc2)n1-c1ccccc1
36	4%[57 µM]	14%	1%&3%	u	-20%&-19%	-4&1	0%&-10%	-3%&3%	-18%	CCC(=O)N1c2ccc(S(=O)(=O)N3CCN(c4ccccc4Cl)CC3)cc2CC1C (stereo unspecified)
37	48%[activator]	50µM*	-12%	u	-7%	-2	10%	4%	-17%	Cc1nnc(NC(=O)c2ccccc2NC(=O)c2ccccc2)s1
38	37%	-23%	-2%	-2%	-13%	2	3%	-14%	-17%	O=C(c1ccc(F)cc1)c1cnc(Nc2ccccc2)s1
39	26%	-5%[59 µM]	-3%	2%	-32%	2	4%	8%	-5%	COc1ccc(CC(=O)N2CC(=O)Nc3ccc(Br)cc3C2c2ccc(F)cc2)cc1 (stereo unspecified)
40	33%	u	-5%	0%	-15%	106	27%	-6%	u	CC(=O)C1=C(C)NC(SCC(N)=O)=C(C#N)C1c1ccco1 (stereo unspecified)
41	40%[activator]	-9%[59 µM]	6%	1%	-6%	0	3%	-1%	-5%	COc1cc(CN(C(=O)COc2ccc(Cl)c(C)c2)c2ccccn2)cc(OC)c1OC
42	44%[activator]	12%[59 µM]	6%	4%	-3%	-5	-1%	8%	-6%	COCCCNC(=O)CS(=O)(=O)Cc1nc(-c2ccccc2C)oc1C
43	-2%	-11%[59 µM]	i	-7%	-18%	0	-13%	0%	5%	CCn1cc(C(=O)OCC(=O)Nc2ccc(C)c(Cl)c2)c(=O)c2ccc(C)nc21
44	31%	-26%	2%	u	6%	-16	1%	6%	3%	COc1ccccc1CNC(=O)CN1C(=O)c2cccc(N)c2C1=O
45	4%	-7%	x	17%	-18%	7	12%	7%	9%	CCC(C)NS(=O)(=O)c1ccc(S(=O)(=O)Nc2cc3c(cc2C(C)=O)OCO3)cc1 (stereo unspecified)
46	41%[activator]	-6%[59 µM]	0%	6%	-3%	1	-1%	-7%	3%	COC(=O)CSc1nnc(-c2ccc(S(=O)(=O)NCc3cccs3)cc2)o1
47	16%	0%[59 µM]	2%	2%	-8%	0	-13%	-1%	-13%	CC(=O)N1c2ccc(S(=O)(=O)N3CCCCCC3)cc2CC1C(=O)NCc1ccccc1F (stereo unspecified)
48	54%[activator]	u	-2%	3%	-3%[11.4 µM]	5	0%	1%	-37%	COc1ccc(Cn2nnnc2C(c2ccccc2)N2CCN(C3CCCC3)CC2)cc1 (stereo unspecified)
49	32%	-5%[59 µM]	-9%	-2%	1%	1	2%	16%	-5%	NS(=O)(=O)c1cccc(NC(=O)COC(=O)CCN2C(=O)c3ccccc3C2=O)c1
